Assay outcomes as filed in PubChem.
Large T inhibition: TAg ATPase/helicase activity blockers – biochemical (AID 1903); SV40 large T antigen ATPase/helicase inhibition assay; higher % means a stronger effect; inhibition, % at 20 µM, or IC50 in µM where a hit was titrated; 0.39% of 310,000 active; in the data active = a potency from the dose series; note: strong numbers were not always called active
NTR1 ag: NTR1-driven beta-arrestin-GFP spot formation – imaging, U2OS cells, high content, primary screen (AID 493036). activation, % at 20 µM. agonist mode. P30989. 0.17% of 330,000 active;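 active = activation at or above 40% of the spot to cytoplasm intensity ratio, with at least 20 cells analyzed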;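 note: 0% = DMSO without peptide and 100% = 100 nM NTR1 peptide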
Target sequence (P30989 whole entry, looked up): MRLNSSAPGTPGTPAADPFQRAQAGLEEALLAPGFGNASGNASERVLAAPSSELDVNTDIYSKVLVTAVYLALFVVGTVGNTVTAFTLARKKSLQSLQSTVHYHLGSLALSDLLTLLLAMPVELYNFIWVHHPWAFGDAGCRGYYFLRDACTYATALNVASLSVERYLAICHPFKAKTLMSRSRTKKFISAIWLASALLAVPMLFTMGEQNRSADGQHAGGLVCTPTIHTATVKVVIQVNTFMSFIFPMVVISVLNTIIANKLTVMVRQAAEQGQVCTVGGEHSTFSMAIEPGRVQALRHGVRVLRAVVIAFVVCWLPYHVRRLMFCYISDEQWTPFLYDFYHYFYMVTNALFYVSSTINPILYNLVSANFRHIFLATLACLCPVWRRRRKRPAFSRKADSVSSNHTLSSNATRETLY
Yfh1-depleted yeast: mitochondrial function rescue without frataxin homolog – Friedreich's ataxia, plus single-dose screen, dose response (AID 1465); S. cerevisiae Yfh1-off respiration, WST-1 reduction, 72 h; higher fold induction means a stronger effect; fold induction at 50 µM, or EC50 in µM where a hit was titrated; 0.074% of 220,000 active;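 active = fold induction of absorbance versus untreated yeast above a set limit, then at least 30% activation at any dose in follow-up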;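 note: activators that raise dye reduction in frataxin-depleted yeast; strong numbers were not always called active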
Dengue-2 NS5 capping: Dengue-2 NS5 methyltransferase inhibitors, primary screen, biochemical, confirmation dose response (AID 588689); Dengue-2 NS5 methyltransferase capping enzyme assay, biochemical; higher % means a stronger effect; one-dose inhibition, % at 25 µM; IC50 in µM for titrated hits; 0.3% of 340,000 active; in the data active = a potency from the dose series
GPR55 LPI antagonism: inhibition of LPI-stimulated GPR55 beta-arrestin translocation – imaging, U2OS, beta-arrestin-GFP, LPI agonist, primary screen (AID 2013) | U2OS GPR55 beta-arrestin-GFP translocation imaging, LPI antagonism; higher % means a stronger effect | inhibition, % at 10 µM, or IC50 in µM where a hit was titrated | 0.13% of 290,000 active;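 active = spots per cell inhibited over 60%, with over 100 cells counted and total cytoplasm intensity under 500,000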;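 note: U2OS cells stably carrying GPR55 and arrestin-GFP stimulated by 5 µM LPI near EC80; imaged beta-arrestin-GFP aggregate spots per cell after agonist stimulation; plate controls were LPI-stimulated DMSO wells for no effect and DMSO wells without LPI for full effect; some results filed as inactive read as strong as hits; confirmed hits need IC50 under 10 µM and bright autofluorescent wells are also inconclusive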
MgcRacGAP inhibition: MgcRacGAP GTPase-activating activity inhibitors, confirmation, biochemical, ADP Hunter fluorescence; 0.6% of 340,000 active; MgcRacGAP-stimulated Rac1 GTP hydrolysis, ADP Hunter fluorescence; higher % means a stronger effect; GST-tagged Rac1 F28L mutant substrate; one-dose inhibition, % at 30 µM; IC50 in µM for titrated hits;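 active = first-screen hits whose inhibition reached a set limit at any dose in the follow-up dose series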;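 note: fluorescence reports GDP produced by GAP-driven GTP hydrolysis; strong numbers were not always called active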
AID2073: disruptors of CaV2.2 binding to Mint1 – biochemical, HTRF (AID 2073). HTRF protein-protein interaction, Mint1-CaV2.2; higher % means a stronger effect. one-dose inhibition, % at 20 µM; IC50 in µM for titrated hits. 0.19% of 290,000 active; in the data active = inhibition mostly above about 51%, no sharp cut-off; note: some results filed as inactive read as strong as hits
GPR55 beta-arrestin: selective activators of receptor GPR55 – imaging, U2OS cells, beta-arrestin-GFP redistribution, primary screen (AID 1961); U2OS GPR55 beta-arrestin-GFP redistribution imaging; higher % means a stronger effect; one-dose activation, % at 10 µM; EC50 in µM for titrated hits; 0.048% of 290,000 active;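 active = activation above 40% with more than 50 cells counted in the well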;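 note: U2OS osteosarcoma cells stably expressing GPR55 and beta-arrestin-GFP; plate controls were DMSO negative control for no effect and LPI positive control for full effect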
GPR35 antagonists: inhibition of zaprinast-stimulated GPR35 beta-arrestin translocation – imaging, U2OS, beta-arrestin-GFP, zaprinast agonist, primary screen (AID 2058) | inhibition, % at 10 µM; hits with a dose series show IC50 in µM | 0.052% of 290,000 active | U2OS GPR35 beta-arrestin-GFP translocation imaging, zaprinast antagonism; higher % means a stronger effect;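 active = inhibition of at least 50% with at least 30 cells and total cytoplasm GFP at most 10,000,000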
NTR1 ag cell count 20 µM: recorded beside NTR1 ag, whose call it bears; cell count; measured here: cell count, cytotoxicity flag
Dengue-2 NS5 capping pilot replicate: recorded beside Dengue-2 NS5 capping, whose call it bears; inhibition, %; measured here: pilot screen replicate inhibition
Active calls of the source: *. No enrichment for hits. About 1.7% of those tested had a hit in this group.

`S=C(NCc1ccccc1)Nc1cccc(Cl)c1` gave Large T inhibition 15%, NTR1 ag 2.1, Yfh1-depleted yeast inactive, Dengue-2 NS5 capping -3%, GPR55 LPI antagonism 0%, MgcRacGAP inhibition 8%, AID2073 2%, GPR55 beta-arrestin -0.3%, GPR35 antagonists 2% and NTR1 ag cell count 20 µM 43.
O=C(NNC(=O)c1ccccc1-n1cccc1)c1ccc(Cl)cc1Cl was read as Large T inhibition 70%, NTR1 ag -1.7, Yfh1-depleted yeast inactive, Dengue-2 NS5 capping -10%, GPR55 LPI antagonism 15%, MgcRacGAP inhibition 8%, AID2073 2%, GPR55 beta-arrestin 0.6%, GPR35 antagonists 4% and NTR1 ag cell count 20 µM 76.
For CCCC(=O)Nc1ccccc1NC(=O)c1cc(OC)c(OC)c(OC)c1 the results were Large T inhibition 7%, NTR1 ag 2.1, Yfh1-depleted yeast inactive, Dengue-2 NS5 capping 1%, GPR55 LPI antagonism 18%, MgcRacGAP inhibition 5%, AID2073 -6%, GPR55 beta-arrestin -0.1%, GPR35 antagonists -9%, NTR1 ag cell count 20 µM 80 and Dengue-2 NS5 capping pilot replicate 1.8.
`CCc1nnc(NC(=O)CCc2c[nH]c3ccccc23)s1` gave Large T inhibition 9%, NTR1 ag -0.1, Yfh1-depleted yeast inactive, Dengue-2 NS5 capping 2%, GPR55 LPI antagonism 18%, MgcRacGAP inhibition 2%, AID2073 -3%, GPR55 beta-arrestin -0.7%, GPR35 antagonists -11% and NTR1 ag cell count 20 µM 52.
Screening CN(CC(=O)Nc1ccccc1Cl)C(=O)COC(=O)CN1C(=O)NC2(CCCC2)C1=O returned Large T inhibition 11%, NTR1 ag -0.2, Dengue-2 NS5 capping -2%, GPR55 LPI antagonism 18%, MgcRacGAP inhibition 5%, AID2073 8%, GPR55 beta-arrestin 0.2%, GPR35 antagonists 6% and NTR1 ag cell count 20 µM 56.
`Cc1cccc(C(=O)Nc2ccccc2SCC(=O)Nc2ccc(C)c(Cl)c2)c1` gave Large T inhibition 15%, NTR1 ag 11, Yfh1-depleted yeast inactive, Dengue-2 NS5 capping -1%, GPR55 LPI antagonism 3%, MgcRacGAP inhibition 6%, AID2073 -3%, GPR55 beta-arrestin 1.7%, GPR35 antagonists -8% and NTR1 ag cell count 20 µM 55.
`COc1ccccc1CNC(=O)COC(=O)CSc1ccc(F)cc1` gave Large T inhibition 7%, NTR1 ag 0.6, Dengue-2 NS5 capping -3%, MgcRacGAP inhibition -6% and NTR1 ag cell count 20 µM 69.
Screening Cc1cccnc1NC(N)=S returned Large T inhibition 6%, NTR1 ag 0.4, Yfh1-depleted yeast inactive, Dengue-2 NS5 capping -10%, GPR55 LPI antagonism -11%, MgcRacGAP inhibition 5%, AID2073 48%, GPR55 beta-arrestin -0.1%, GPR35 antagonists 2% and NTR1 ag cell count 20 µM 53.
`O=C(Nc1ccc(F)cc1)c1cncs1` gave Large T inhibition 5%, NTR1 ag -0.2, Dengue-2 NS5 capping -4%, GPR55 LPI antagonism 6%, MgcRacGAP inhibition 9%, AID2073 12%, GPR55 beta-arrestin 0.0%, GPR35 antagonists -5% and NTR1 ag cell count 20 µM 50.
`COc1cc(C(=O)Oc2cccc(C)c2)cc(OC)c1OC` gave Large T inhibition 14%, NTR1 ag 0.4, Yfh1-depleted yeast inactive, Dengue-2 NS5 capping 1%, GPR55 LPI antagonism 9%, MgcRacGAP inhibition 9%, AID2073 10%, GPR55 beta-arrestin -0.4%, GPR35 antagonists 5% and NTR1 ag cell count 20 µM 5.
`O=C(CCC1N=C2c3ccccc3N=C(SCc3cccc(Cl)c3)N2C1=O)NCc1ccco1` (stereo unspecified) gave Large T inhibition 21%, NTR1 ag 2.9, Yfh1-depleted yeast inactive, Dengue-2 NS5 capping -5%, GPR55 LPI antagonism 13%, MgcRacGAP inhibition 2%, AID2073 3%, GPR55 beta-arrestin -0.1%, GPR35 antagonists 13% and NTR1 ag cell count 20 µM 90.
For O=C(OCC1OC2C(Oc3nc(=O)ccn32)C1O)c1ccccc1 (stereo unspecified) the results were Large T inhibition 5%, NTR1 ag 0.5, Yfh1-depleted yeast inactive, Dengue-2 NS5 capping -11%, GPR55 LPI antagonism 2%, MgcRacGAP inhibition 4%, AID2073 1%, GPR55 beta-arrestin 0.2%, GPR35 antagonists -5% and NTR1 ag cell count 20 µM 76.
`CC(=O)c1cccc(N(C(=O)CS(=O)CC(=O)Nc2ccc(F)cc2)C(C(=O)NC2CCCCC2)c2ccc(C)o2)c1` (stereo unspecified) gave Large T inhibition 25%, NTR1 ag -0.8, Yfh1-depleted yeast inactive, Dengue-2 NS5 capping -3%, GPR55 LPI antagonism 10%, MgcRacGAP inhibition 7%, AID2073 12%, GPR55 beta-arrestin -0.3%, GPR35 antagonists -2% and NTR1 ag cell count 20 µM 42.
Screening Cc1c(NC(=O)C(C)OC(=O)C23CC4CC(CC(Br)(C4)C2)C3)c(=O)n(-c2ccccc2)n1C (stereo unspecified) returned Large T inhibition 13%, NTR1 ag 1.3, Yfh1-depleted yeast inactive, Dengue-2 NS5 capping 13%, GPR55 LPI antagonism 4%, MgcRacGAP inhibition -8%, AID2073 0%, GPR55 beta-arrestin -0.7%, GPR35 antagonists -18% and NTR1 ag cell count 20 µM 45.
For CC(=O)C1C(c2ccc(OC(F)F)cc2)NC(=O)NC1(O)C(F)(F)F (stereo unspecified) the results were Large T inhibition 4%, NTR1 ag 0.7, Yfh1-depleted yeast inactive, Dengue-2 NS5 capping -5%, GPR55 LPI antagonism 7%, MgcRacGAP inhibition 0%, AID2073 -2%, GPR55 beta-arrestin -0.1%, GPR35 antagonists 6% and NTR1 ag cell count 20 µM 90.
C/C(=N/NC(=O)CNC(=O)c1ccccc1)c1ccc(C)cc1 was read as Large T inhibition 3%, NTR1 ag -1.5, Yfh1-depleted yeast inactive, Dengue-2 NS5 capping -6%, GPR55 LPI antagonism 3%, MgcRacGAP inhibition 10%, AID2073 13%, GPR55 beta-arrestin -0.3%, GPR35 antagonists 9% and NTR1 ag cell count 20 µM 97.
For Cc1cc2ncn(C(=O)N3CCC(C)CC3)c2cc1C the results were Large T inhibition 9%, NTR1 ag -1.1, Yfh1-depleted yeast inactive, Dengue-2 NS5 capping -9%, GPR55 LPI antagonism -5%, MgcRacGAP inhibition 9%, AID2073 2%, GPR55 beta-arrestin 0.1%, GPR35 antagonists 7% and NTR1 ag cell count 20 µM 33.
`CN(C)c1ccc(C2C3C(=O)N(c4ccc(C(=O)O)cc4)C(=O)C3ON2c2ccccc2)cc1` (stereo unspecified) gave Large T inhibition 30%, NTR1 ag 0.1, Yfh1-depleted yeast inactive, Dengue-2 NS5 capping 3%, GPR55 LPI antagonism -9%, MgcRacGAP inhibition 6%, AID2073 -3%, GPR55 beta-arrestin -0.1%, GPR35 antagonists 0% and NTR1 ag cell count 20 µM 65.
Screening CC1Cc2ccccc2N1S(=O)(=O)c1ccc2c(c1)n(C)c(=O)c(=O)n2C (stereo unspecified) returned Large T inhibition 24%, NTR1 ag 2.1, Yfh1-depleted yeast inactive, Dengue-2 NS5 capping 2%, GPR55 LPI antagonism 1%, MgcRacGAP inhibition 0%, AID2073 9%, GPR55 beta-arrestin -0.1%, GPR35 antagonists 0% and NTR1 ag cell count 20 µM 100.
For COC(=O)c1cc2sccc2n1Cc1nc(-c2ccc(OC)cc2)oc1C the results were Large T inhibition 2%, NTR1 ag 4.9, Yfh1-depleted yeast inactive, Dengue-2 NS5 capping -2%, GPR55 LPI antagonism 4%, MgcRacGAP inhibition 3%, AID2073 1%, GPR55 beta-arrestin -0.1%, GPR35 antagonists -5% and NTR1 ag cell count 20 µM 44.
Cc1ccc(C)c(NC(=O)CN2C(=O)COc3ccc(S(=O)(=O)N4CCCC4)cc32)c1 was read as Large T inhibition 12%, NTR1 ag 1.3, Dengue-2 NS5 capping -2%, GPR55 LPI antagonism 15%, MgcRacGAP inhibition 7%, AID2073 6%, GPR55 beta-arrestin 0.2%, GPR35 antagonists -6% and NTR1 ag cell count 20 µM 45.
For COc1[nH]c2ccc(F)cc2c1C(=O)OCC1CCN(CCNS(C)(=O)=O)CC1 the results were Large T inhibition 15%, NTR1 ag -1.9, Yfh1-depleted yeast inactive, Dengue-2 NS5 capping 0%, MgcRacGAP inhibition 16% and NTR1 ag cell count 20 µM 68.
CC(OC(=O)/C=C/c1ccco1)C(=O)Nc1cccc([N+](=O)[O-])c1 (stereo unspecified) was read as Large T inhibition 1%, NTR1 ag 2.4, Yfh1-depleted yeast inactive, Dengue-2 NS5 capping -10%, GPR55 LPI antagonism -11%, MgcRacGAP inhibition 5%, AID2073 12%, GPR55 beta-arrestin -0.1%, GPR35 antagonists -10% and NTR1 ag cell count 20 µM 48.
Screening CC(=O)[C@@H]1[C@@H](C)N(Cc2ccccc2)C(=O)N[C@H]1c1cccc(C(F)(F)F)c1 returned Large T inhibition 6%, NTR1 ag 0.9, Yfh1-depleted yeast inactive, Dengue-2 NS5 capping -2%, GPR55 LPI antagonism 0%, MgcRacGAP inhibition 12%, AID2073 0%, GPR55 beta-arrestin -0.2%, GPR35 antagonists -26% and NTR1 ag cell count 20 µM 73.
O=C(COc1ccc(Cl)cc1)Nc1ccc2c(c1)nc1n2CCOC1 was read as Large T inhibition -1%, NTR1 ag 0.0, Dengue-2 NS5 capping -3%, GPR55 LPI antagonism 9%, MgcRacGAP inhibition 9%, AID2073 9%, GPR55 beta-arrestin 0.2%, GPR35 antagonists 0% and NTR1 ag cell count 20 µM 50.
For CC(=O)c1ccccc1NC(=O)COC(=O)/C(=C/c1ccccc1)n1nnnc1C the results were Large T inhibition 9%, NTR1 ag -0.4, Dengue-2 NS5 capping 3%, GPR55 LPI antagonism 7%, MgcRacGAP inhibition 15%, AID2073 8%, GPR55 beta-arrestin -0.1%, GPR35 antagonists -8% and NTR1 ag cell count 20 µM 81.
For CCOC(=O)C[C@H]1c2ccccc2S(=O)(=O)N1c1ccccc1 the results were Large T inhibition 9%, NTR1 ag -5.2, Yfh1-depleted yeast inactive, Dengue-2 NS5 capping -16%, MgcRacGAP inhibition 10% and NTR1 ag cell count 20 µM 101.

Quoted from above for reference:
`O=C(Nc1ccc(F)cc1)c1cncs1` gave Large T inhibition 5%, NTR1 ag -0.2, Dengue-2 NS5 capping -4%, GPR55 LPI antagonism 6%, MgcRacGAP inhibition 9%, AID2073 12%, GPR55 beta-arrestin 0.0%, GPR35 antagonists -5% and NTR1 ag cell count 20 µM 50.
`COc1cc(C(=O)Oc2cccc(C)c2)cc(OC)c1OC` gave Large T inhibition 14%, NTR1 ag 0.4, Yfh1-depleted yeast inactive, Dengue-2 NS5 capping 1%, GPR55 LPI antagonism 9%, MgcRacGAP inhibition 9%, AID2073 10%, GPR55 beta-arrestin -0.4%, GPR35 antagonists 5% and NTR1 ag cell count 20 µM 5.
